ANO1 activ = TMEM16A chloride channel activators or potentiators, primary screen, cell-based, HTS | Anoctamin-1 (Mus musculus), Q8BHY3 | HEK293 TMEM16A/YFP-H148Q/I152L, iodide quench fluorescence; stronger effect = lower value | B-score at 10 µM | actives 0.3% (n = 340,000) | AID 623877, 2012;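 active means fluorescence-ratio B-score plate-corrected deviation score at least 3 library SD below zero, with starting fluorescence score within 5 deviations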;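 further: channel opened by trigger with iodide after compound preincubation; score built on the fluorescence ratio of max minus min over baseline; more negative score means more quench and so TMEM16A activation or potentiation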
MrgX1 antag = antagonists of human MrgX1 receptor, primary screen, HEK293 cells, Fluo-4 calcium flux; Mas-related G-protein coupled receptor member X1 (Homo sapiens), Q96LB2; BAM8-22 antagonism; stronger effect = lower value; B-score at 10 µM; actives 1.3% (n = 310,000);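 active means calcium-response B-score plate-corrected more than 3 library SD below zero, starting fluorescence within 5 deviations, no agonist response on first addition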;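 further: peak minus trough fluorescence over baseline after final BAM8-22 challenge near maximal dose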
Target sequence (Q96LB2 whole entry, looked up): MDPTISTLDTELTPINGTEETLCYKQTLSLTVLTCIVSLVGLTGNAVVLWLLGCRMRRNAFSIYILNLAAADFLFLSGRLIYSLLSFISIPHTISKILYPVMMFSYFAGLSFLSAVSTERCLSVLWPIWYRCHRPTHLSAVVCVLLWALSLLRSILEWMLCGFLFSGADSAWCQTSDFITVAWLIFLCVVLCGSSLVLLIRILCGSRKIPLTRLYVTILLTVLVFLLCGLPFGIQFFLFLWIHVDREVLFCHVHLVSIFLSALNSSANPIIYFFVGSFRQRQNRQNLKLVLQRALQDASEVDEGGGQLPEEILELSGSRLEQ
TRPC6 activator = mouse TRPC6 channel activators, primary screen, cell-based, HEK293, membrane potential dye. Short transient receptor potential channel 6 (Mus musculus), Q61143. HEK293-TRPC6 membrane potential dye fluorescence; stronger effect = higher value. B-score at 10 µM. actives 0.13% (n = 310,000). AID 2550, 2010;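 active means B-score of the integrated fluorescence ratio above library mean plus 3 SD, and starting fluorescence ratio within library mean plus 5 SD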;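 further: higher score means more depolarization so channel activation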
TRPC4 act = activators of mouse TRPC4 channel, primary screen, Fluo4 calcium, HEK293 TRPC4beta/mu-opioid cells | B-score at 10 µM | Fluo4 calcium fluorescence; stronger effect = higher value | AID 2237, 2010 | actives 0.49% (n = 310,000) | Short transient receptor potential channel 4 (Mus musculus), Q9QUQ5;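 active means B-score above 5 SD of library B-scores, and initial fluorescence ratio not above library mean plus 5 SD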;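 further: positive B-score marks a calcium rise read as TRPC4 activation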
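System: HEK293 cells stably co-expressing mouse TRPC4beta and mu-opioid receptor; Schedule: Fluo4 dye loading 45 min at room temperature, 110 s recording; Detection: Fluo4 fluorescence, kinetic; Evaluation: B-scored integrated calcium fluorescence ratio; Controls: buffer (low) and maximal DAMGO (high).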
TRPC4 potent = positive allosteric modulators of TRPC4, primary screen, cell-based, mouse TRPC4beta, HEK293 mu-opioid, Fluo-4 calcium; Short transient receptor potential channel 4 (Mus musculus), Q9QUQ5; DAMGO EC20, Fluo-4 Ca2+ flux; stronger effect = higher value; B-score at 10 µM; actives 0.42% (n = 310,000);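 active means B-score of calcium response area above 5 SD of library B-scores, with initial fluorescence ratio within 5 SD of library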;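 further: B-score of integrated fluorescence ratio over time as area under calcium response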
MrgX1 allo act = positive allosteric modulators of MrgX1, primary screen, HEK293 cells, Fluo-4 calcium flux. Mas-related G-protein coupled receptor member X1 (Homo sapiens), Q96LB2. FDSS; stronger effect = higher value. B-score at 10 µM. actives 0.63% (n = 310,000). AID 588675, 2011;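 active means plate-corrected calcium response at least 3 library SD above typical, normal starting fluorescence, not activating the receptor alone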;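 further: compound read alongside a low EC10 to EC30 dose of BAM8-22 agonist; peak minus trough fluorescence over baseline measured at the second addition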
SKKanGAS inh = S. pyogenes SKKanGAS growth inhibitors in kanamycin, primary screen, streptokinase expression inhibitor project, SKKanGAS strain, BacTiter-Glo luminescence. 6 h. actives 1.3% (n = 300,000). inhibition, % at 7.5 µM;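 active means mean replicate score, as percent of positive control median, at least 50; inconclusive means mean below 50 but one replicate at or above 50; inactive means mean and every replicate below 50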;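 further: strain carries kanamycin resistance gene driven by streptokinase promoter and grows in 40 µg/ml kanamycin; loss of luminescence reflects streptokinase promoter inhibition or plain growth inhibition; 0% = median of DMSO wells and 100% = positive control at its reference dose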
MrgX1 ag = agonists of human MrgX1 receptor, primary screen, HEK293 cells, Fluo-4 calcium flux | Fluo-4 calcium fluorescence, agonist mode; stronger effect = higher value | B-score at 10 µM | actives 0.44% (n = 310,000);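 active means calcium response B-score plate-corrected fluorescence ratio at least 3 library SD, with starting fluorescence B-score inside 5 SD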
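Assay system: MrgX1-expressing HEK293 cells / Amount: fifteen thousand cells per well / Doses: test compound in the initial addition of three / Timing: cells plated overnight, dye loaded 0.5 h 37 °C, 0.5 h room temperature / Technique: kinetic calcium dye fluorescence, Fluo-4 NW / Control set: positive and negative controls per plate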
TMEM16A inh = TMEM16A chloride channel inhibitors, primary screen, cell-based, HTS | AID 588511, 2011 | HEK293 TMEM16A/YFP iodide influx fluorescence, ionomycin | Anoctamin-1 (Mus musculus), Q8BHY3 | actives 1.2% (n = 310,000) | normalized B-score (activity score, 25-100; higher = stronger inhibition) at 10 µM;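 active means ratio plate-corrected score three or more library SD toward inhibition, starting fluorescence score within five deviations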;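 further: score derived from kinetic fluorescence span divided by baseline fluorescence per well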
TRPC4 block = inhibitors of mouse TRPC4 channel, primary screen, Fluo4 calcium, HEK293 TRPC4beta/mu-opioid cells | Short transient receptor potential channel 4 (Mus musculus), Q9QUQ5 | actives 0.39% (n = 300,000) | B-score at 10 µM | DAMGO-evoked Fluo4 calcium flux; stronger effect = lower value;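 active means B-score over 3 SD under the library average, no early fluorescence shift, positive overall ratio signal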
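test system = HEK293 cells with stable TRPC4beta plus mu-opioid receptor expression | detection = Fluo4 Ca2+ flux fluorescence | read-out = integrated fluorescence ratio relative to baseline, converted to per-well B score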
TRPC6 inhibitor = mouse TRPC6 channel inhibitors, primary screen, cell-based, HEK293, membrane potential dye; Short transient receptor potential channel 6 (Mus musculus), Q61143; ACh-evoked depolarization; stronger effect = lower value; B-score at 10 µM; actives 1.1% (n = 310,000);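 active means B-score under library mean minus 3 SD, initial fluorescence not abnormally high, positive integrated signal ratio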;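 further: B-score derived from integrated fluorescence ratio over the kinetic read; more negative B-score means stronger inhibition of depolarization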
* = called active by the depositor; i = inactive; ? = inconclusive; / = not tested or not shown. Random draw from the library; 6.7% or so of the library scored in one or more.

SMILES	ANO1 activ	MrgX1 antag	TRPC6 activator	TRPC4 act	TRPC4 potent	MrgX1 allo act	SKKanGAS inh	MrgX1 ag	TMEM16A inh	TRPC4 block	TRPC6 inhibitor
O=c1cc(N2CCC(Cc3ccccc3)CC2)[nH]c(=O)n1C1CCCCC1	i	i	i	i	i	i	4.6	i	i	i	i
O=C(O)CC/C(=N/NC(=O)c1cccs1)c1ccccc1	i	i	i	i	i	i	-11.6	i	i	i	i
O=C(O)C1CCN(C(=O)c2scc3c2OCCO3)CC1	i	i	i	i	i	i	7.0	i	i	i	i
Cc1ccc(NS(=O)(=O)c2cc(C(=O)OCC(=O)NCC3CCCO3)ccc2C)cc1 (centres undefined)	i	i	i	i	i	i	-5.5	i	i	i	i
COc1ccccc1NC(=O)CSc1nnc(CNC(=O)c2ccco2)n1C	i	i	i	i	i	i	-5.7	i	i	i	i
COn1cnnc1-c1ccccc1	i	i	i	i	i	i	7.3	i	i	i	i
CC1=Nc2cccc3cccc(c23)N1C	i	i	i	i	i	i	-1.2	i	i	i	i
COc1ccc(C(=O)CC(=O)C(=O)NCCc2cccc(C)c2)cc1	i	i	i	i	i	i	-4.5	i	i	i	i
CCOC(=O)C1CCN(Cc2cc(=O)oc3cc(C)c(Cl)cc23)CC1	i	i	i	i	i	i	-2.8	i	i	i	i
CCN(CC)CCN(C(=O)CCS(=O)(=O)c1ccccc1)c1nc2c(C)cc(C)cc2s1	i	i	i	i	i	i	?	i	i	i	i
O=C(Nc1cccc([N+](=O)[O-])c1)c1ccc2c(c1)OCCO2	i	i	i	i	i	i	-10.7	i	i	i	i
COc1ccc(CCNC(=O)c2c(O)c3cccc4c3n(c2=O)CC4)cc1	i	i	i	i	i	i	12.6	i	i	i	i
Cc1nc(C)c(C(=O)N(c2ccc(C)c(C)c2)C(C(=O)NCc2ccco2)c2ccccc2)s1 (centres undefined)	i	i	i	i	i	i	3.8	i	i	i	i
CCOc1ccccc1Nc1nc(-c2sc(NC(=O)c3ccc([N+](=O)[O-])cc3)nc2C)cs1	/	i	i	i	i	i	19.4	i	i	i	i
COc1ccc(OCc2cc(/C=N\NC(=O)c3ccccc3)ccc2OC)cc1	i	i	i	i	i	i	7.8	i	i	i	i
CCCCNC(=O)C(CC)Sc1nc2sc(C(=O)OC)c(C)c2c(=O)n1N (centres undefined)	i	i	i	i	i	i	7.9	i	i	i	i
Cc1cc(Nc2cccc([N+](=O)[O-])c2)c2ccccc2n1	i	i	i	i	i	i	-1.0	i	i	i	-8.08*
Cc1ccc(N2CC(C(=O)Nc3cccc(F)c3)CC2=O)cc1 (centres undefined)	i	i	i	i	i	i	-4.9	i	i	i	i
CCOc1ccc(N2C(=O)CC(N(CCc3ccc(OC)cc3)C(=O)c3cccc(F)c3)C2=O)cc1 (centres undefined)	i	i	i	i	i	i	3.6	i	i	i	i
C=CCn1c(SCC(=O)NC2CCCCC2)nc2ccccc2c1=O	i	i	i	i	i	i	1.7	i	i	i	i
Cc1cc(C)c(C)c(S(=O)(=O)N2CCN(c3ccc(O)cc3)CC2)c1C	i	i	i	i	i	i	-0.6	i	i	i	i
O=C(O)C1=C[C@H](c2ccc(C(F)(F)F)cc2)C[C@H](OCc2ccc(CO)cc2)O1	i	i	i	i	i	i	10.3	i	i	i	i
NC(=O)SC/C(=N\S(=O)(=O)c1ccccc1)Nc1ccccc1	i	i	/	/	/	i	/	i	i	/	/
CC(C)(CO)CNC1CCCN(C2Cc3ccccc3C2)C1 (centres undefined)	i	i	i	i	i	i	0.5	i	i	i	i
CCOC(=O)CCc1c(C)c(C#N)c2nc3ccccc3n2c1-n1ccnc1	i	i	i	i	i	i	-2.3	i	i	i	i
Following part.
SMILES	ANO1 activ	MrgX1 antag	TRPC6 activator	TRPC4 act	TRPC4 potent	MrgX1 allo act	SKKanGAS inh	MrgX1 ag	TMEM16A inh	TRPC4 block	TRPC6 inhibitor
O=C(COc1cccnc1[N+](=O)[O-])NCc1ccccc1	i	i	i	i	i	i	7.4	i	i	i	i
C=CCn1c(SC(F)F)nc2scc(-c3ccco3)c2c1=O	i	i	i	i	i	i	-16.7	i	i	i	i
C/C(=N\NC(=O)c1cccnc1)c1ccc(C)c([N+](=O)[O-])c1	i	i	i	i	i	i	-3.3	i	i	i	i
CCCC[C@H](CN(N=O)[C@@H](Cc1ccccc1)CN(C)N=O)N(CCc1ccccc1)N=O	i	i	i	i	i	i	0.2	i	i	i	i
O=C(CNC(=O)C(c1ccccc1)c1ccccc1)OCC(=O)c1cccs1	i	i	i	i	i	i	-1.0	i	i	i	i
COc1ccc(NC(=O)c2cnn(-c3ccccc3)c2C)cc1	i	i	i	i	i	i	2.7	i	i	i	i
O=C(Nc1ccccc1N1CCCCC1)c1cccc([N+](=O)[O-])c1	i	i	i	i	i	i	7.8	i	i	i	i
CCOc1ccccc1NC(=O)CCN1CCN(S(=O)(=O)c2ccc(OC)cc2)CC1	i	-4.98*	i	i	i	i	-1.5	i	i	i	i
COc1ccc(/C(N)=C/C(=O)C(C)(C)C)cc1	i	i	i	i	i	i	-4.0	i	i	i	i
COC(=O)c1ccc(CS(=O)(=O)c2ccc(C)cc2)o1	i	i	i	i	i	i	-1.8	i	i	i	i
CCCCNc1nc(NC)nc(Cl)c1SC	i	i	i	i	i	i	1.6	i	i	i	i
CCOc1ccc(N2C(=O)CC(Sc3n[nH]c(-c4ccccc4)n3)C2=O)cc1 (centres undefined)	i	-5.02*	i	i	i	i	-0.6	i	i	i	i
COc1ccccc1N1C(=O)C2C3C=CC(C3)C2C1=O (centres undefined)	i	i	i	i	i	i	-1.3	i	i	i	i
COc1ccc(CCn2nnnc2CN2CCN(C(=O)c3ccco3)CC2)cc1OC	i	i	i	i	i	i	-2.1	i	i	i	i
O=C(Nc1ccc(F)cc1)c1nn(-c2ccccc2)c(=O)cc1Cl	i	/	i	i	i	/	-6.7	/	/	i	i
COc1ccc(OC2C(=O)N(c3cc(C)ccc3C)C2c2ccc(OC)c(OC)c2)cc1 (centres undefined)	i	i	i	i	i	i	0.1	i	i	i	i
COC(=O)c1c(C)nn(-c2ccc(OC(F)(F)F)cc2)c1-c1snnc1C	i	i	i	i	i	i	1.5	i	i	i	i
CCOc1ccc(CNC(=O)C2CCN(S(=O)(=O)CC)CC2)cc1OC	i	i	i	i	i	i	-3.4	i	i	i	i
CC1=C(C(=O)Nc2ccc(Cl)cc2)C(c2ccncc2)C(C#N)=C(SCC(N)=O)N1 (centres undefined)	i	i	i	i	i	i	-2.1	i	i	i	i
CCC(=O)NCCc1c[nH]c2ccccc12	i	i	i	i	i	i	-1.7	i	i	i	i
CC(C)NC(=O)c1cc(-c2ccco2)nn1-c1ccc(Cl)cc1	i	i	i	i	i	i	0.2	i	i	i	i
CNc1oc(C)nc1S(=O)(=O)c1ccc(C)cc1	i	i	i	i	i	i	-11.1	i	i	i	i
COc1ccc(CCNC(=O)C(NS(=O)(=O)c2ccc3c(c2)CCN3C(C)=O)C(C)C)cc1OC (centres undefined)	/	i	i	i	i	i	-0.6	i	i	i	i
O=C(CCS(=O)(=O)c1cc2c(cc1Cl)NC(=O)CO2)NCCc1ccccc1	i	i	i	i	i	i	15.2	i	i	i	i
CC1CC(C)CN(c2cc(=O)n(Cc3ccc(F)cc3)c(=O)[nH]2)C1 (centres undefined)	i	i	i	i	i	i	1.7	i	100*	i	i
Additional results
SMILES	ANO1 activ	MrgX1 antag	TRPC6 activator	TRPC4 act	TRPC4 potent	MrgX1 allo act	SKKanGAS inh	MrgX1 ag	TMEM16A inh	TRPC4 block	TRPC6 inhibitor
O=C(Cc1ccccc1)Nn1cnc2ccccc21	i	i	i	i	i	i	-1.0	i	i	i	i
COc1ccc(C2Nc3ccccc3C(=O)N2Cc2ccccc2)cc1 (centres undefined)	i	i	i	i	i	i	17.3	i	i	i	i
CCOC(=O)/C(C#N)=C1\SS/C(=C(/C#N)C(=O)OCC)S1	/	i	i	i	i	i	-7.5	i	i	i	i
Cc1cc(C)cc(N2C(=O)CSC2c2cccs2)c1 (centres undefined)	i	i	i	i	i	i	4.2	i	i	i	i
Cc1ccc(/C=c2\sc3nc(-c4cccnc4)nn3c2=O)cc1	i	i	i	i	i	i	-2.7	i	i	i	i
CCOc1cc(/C=C(\C#N)C(=O)NCC2CCCO2)ccc1O (centres undefined)	i	i	i	i	i	i	-8.5	i	i	i	i
Cc1c(C=O)c(Cl)n(C)c(=O)c1C#N	i	i	i	i	i	i	-6.5	i	i	i	i
CCCc1[nH]nc2c1C(c1ccsc1)C(C#N)=C(N)O2 (centres undefined)	i	i	i	i	i	i	0.9	i	i	i	i
CN(c1ccc(C(=O)N2CCN(Cc3ccc4c(c3)OCO4)CC2)cc1)S(=O)(=O)c1ccccc1	i	i	i	i	i	i	-2.5	i	i	i	i
Cc1noc(C)c1S(=O)(=O)N(CC(=O)N1CCCCCC1)c1ccc(C(C)C)cc1	i	i	i	i	i	i	3.7	i	i	i	i
O=C(NN=C1c2ccccc2-c2ccccc21)c1ccccc1Br	i	i	i	i	i	i	-16.7	i	i	/	i
O=C(NCc1nc(-c2ccc(C(F)(F)F)cc2)no1)c1cccs1	i	i	i	i	i	i	-4.4	i	i	i	i
Cc1ccc(NC(=S)c2nc3ccccc3[nH]2)c(C)c1	i	i	i	i	i	i	81.8*	i	i	i	i
Cc1nc(N)sc1N=Nc1c(C)n(C)n(-c2ccccc2)c1=O	i	i	i	i	i	i	-11.8	i	i	i	i
CC1(C)CC(=O)C2=C(C1)N(c1cccc(Cl)c1)C(=O)NC2(C(F)(F)F)C(F)(F)F	i	i	i	i	i	i	0.5	i	i	i	i
